# Assay outcomes: PubChem BioAssay, The Scripps Research Institute Molecular Screening Center
# TLR4 MyD88 blk: inhibitors of human TLR4-MyD88 binding. Toll-like receptor 4 (Homo sapiens), O00206. Cell-based TLR4-MyD88 binding inhibition assay. inhibition, % at 10 µM. 0.06% of 16,000 active. AID 811, 2007; in the data active = inhibition above about 45%
# KOR antag MB: antagonists of human kappa opioid receptor OPRK1, Maybridge library; Kappa-type opioid receptor (Homo sapiens), P41145; OPRK1 cells, antagonist mode, fluorescence readout; inhibition, % at 9 µM; 0.4% of 16,000 active; AID 652031, 2013; in the data active = inhibition above about 50%
# Target sequence (P41145 whole entry, looked up): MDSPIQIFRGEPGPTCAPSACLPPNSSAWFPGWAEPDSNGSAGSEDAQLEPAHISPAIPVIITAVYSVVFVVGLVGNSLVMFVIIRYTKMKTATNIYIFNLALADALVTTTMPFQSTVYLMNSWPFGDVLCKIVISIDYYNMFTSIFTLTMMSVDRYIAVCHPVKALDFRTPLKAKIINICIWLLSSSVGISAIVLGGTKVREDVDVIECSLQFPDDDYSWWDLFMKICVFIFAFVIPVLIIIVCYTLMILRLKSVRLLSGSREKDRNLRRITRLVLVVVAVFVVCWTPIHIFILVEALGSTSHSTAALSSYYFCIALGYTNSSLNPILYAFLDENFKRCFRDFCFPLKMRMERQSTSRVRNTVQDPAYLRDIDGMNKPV
# Nox1 inh: inhibitors of human NADPH oxidase 1 (Nox1). HT29 cells, luminol chemiluminescence ROS. 0.81% of 16,000 active. Q9Y5S8. inhibition, % at 6.7 µM. AID 1792, 2009
# PME-1 Maybridge: inhibitors of human PME-1 in Maybridge library. Protein phosphatase methylesterase 1 (Homo sapiens), Q9Y570. recombinant PME-1, FP-Rh probe fluorescence polarization. inhibition, % at 9 µM. 0.5% of 16,000 active. AID 2291, 2010; in the data active = inhibition above about 30%
# NOTCH agonist: agonists of NOTCH signaling | 0.4% of 15,000 active | activation, % at 2.5 µM | NOTCH signaling luciferase reporter cells, luminescence; in the data active = activation above about 2.2%
# luminol inh ctr: counter-screen for Nox1 inhibitors: inhibitors of luminol chemiluminescence; HRP/luminol/H2O2 chemiluminescence counterscreen; 0.4% of 16,000 active; AID 1823, 2009; inhibition, % at 6.7 µM; note: reference of the scale not given here
# rat GALR2 ag: agonists of rat galanin receptor 2 (GALR2); Galanin receptor type 2 (Rattus norvegicus), O08726; cell-based GALR2 agonist screen; activation, % at 10 µM; 0.5% of 16,000 active; AID 833, 2007; in the data active = activation above about 15%
# Target sequence (O08726 whole entry, looked up): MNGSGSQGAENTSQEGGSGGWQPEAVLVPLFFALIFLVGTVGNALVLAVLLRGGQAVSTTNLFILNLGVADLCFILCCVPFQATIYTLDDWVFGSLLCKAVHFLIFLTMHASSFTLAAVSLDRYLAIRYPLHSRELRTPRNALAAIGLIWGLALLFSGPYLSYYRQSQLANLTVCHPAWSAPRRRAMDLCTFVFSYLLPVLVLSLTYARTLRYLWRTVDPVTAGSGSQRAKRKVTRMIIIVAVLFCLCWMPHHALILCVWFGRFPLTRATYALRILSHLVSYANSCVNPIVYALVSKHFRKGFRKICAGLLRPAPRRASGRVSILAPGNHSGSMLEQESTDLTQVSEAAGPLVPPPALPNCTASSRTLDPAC
# S1P1 ag: activates the human S1P1 receptor. Sphingosine 1-phosphate receptor 1 (Homo sapiens), P21453. activation, % at 4.5 µM. 1.5% of 16,000 active. S1P1 agonist cell-based reporter assay. AID 1044, 2008; in the data active = activation above about 80%
# Starred values were filed as active, the others as inactive; x = no result given. Cut-off read from the data, not from the text of the source, unless noted: active = inhibition above about 75%; inactive = the rest. Compounds were not picked by outcome, and some 4.4% of all compounds hit somewhere here.
SMILES,TLR4 MyD88 blk,KOR antag MB,Nox1 inh,PME-1 Maybridge,NOTCH agonist,luminol inh ctr,rat GALR2 ag,S1P1 ag
O=C(Nc1c(Cl)cccc1Cl)Oc1ccc(F)cc1Cl,-4,27,-2,4,0.2,-3,-5,-11
Oc1ccccc1/C=N/Nc1cccc(C(F)(F)F)c1,1,18,-68,-1,0.2,2,-3,-23
CCOC(=O)C(=NNc1ccc(OC)cc1[N+](=O)[O-])C(=O)OCC,-5,8,2,6,0.2,-3,2,33
COc1ccccc1N1CCN(S(=O)(=O)c2ccc(C(F)(F)F)cc2)CC1,14,-3,-66,1,-0.8,3,-7,35
Cc1cc(C(=O)Nc2ccccc2N2CCOCC2)c(C)o1,0,-42,-14,2,-0.5,8,-4,-1
CCOC(=O)CNC(=O)CSc1nnc(SCC(=O)NCC(=O)OCC)s1,-2,-5,-52,1,-0.1,1,-4,4
COc1cccc(NC(=S)N(CCC#N)C2CCCCC2)c1,-5,-9,-45,-1,0.0,1,-1,-18
O=C(Nc1ccc(OCc2ccccc2)cc1)Nc1ccccc1C(=O)NCCCN1CCOCC1,4,2,-29,-2,-0.1,-22,-2,8
c1ccc2c(c1)CCC/C2=N\NC1=NCCN1,x,-14,-18,1,0.1,2,-3,9
CCCS(=O)(=O)c1cscc1NC(=O)CSCCS(=O)(=O)c1ccc(Cl)cc1,-8,-30,-30,2,-0.2,2,-7,6
CN1C(=O)c2cccc3cccc(c23)S12OC(=O)c1ccccc12 (stereo unspecified),6,1,-56,1,0.2,0,-5,-3
CCOC(=O)NC(Nc1cc(C)on1)(C(F)(F)F)C(F)(F)F,9,-20,-85,-3,x,14,-10,-25
CCNC(=S)Nc1ccc(NC(=O)c2ccccc2O)cc1,-8,-14,-16,3,0.8,1,-5,-2
CC(C)(C)C(=O)Oc1ccc(-c2csnn2)cc1,-8,12,11,4,-0.3,-66,-2,11
CCOC(=O)C(O)(NC(=O)c1ccncc1)C(F)(F)F (stereo unspecified),6,16,35,4,-0.6,-4,-1,2
Cc1oc(C(C)(C)C)cc1C(=O)C(C#N)=C1SCCS1,-8,-7,1,-1,-0.6,-4,-4,-19
NNC(=O)c1cc(=S)nc[nH]1,18,-2,31,5,-0.6,5,-6,3
COc1cccc(C(c2c(N)n(C)c(=O)n(C)c2=O)C(C)[N+](=O)[O-])c1 (stereo unspecified),-1,13,20,2,-0.2,-5,-2,6
Cc1ccc(Sc2cc(C)c(C)cc2N)c(C)c1,0,30,-42,2,0.5,-4,-7,11
O=S(=O)(Nc1nc(-c2ccc(F)c(F)c2)cs1)c1cccs1,-2,-7,6,6,-0.2,21,-6,-11
COc1ccc(COCC(O)CS(=O)(=O)Cc2ccccc2)cc1 (stereo unspecified),0,1,-3,0,-0.2,1,-5,3
CC(C)(C)c1cc(-c2nnc(C3CC3)o2)n(Cc2ccc(F)cc2)n1,1,-8,-42,-1,0.1,4,-5,-7
COc1cc([N+](=O)[O-])c(OC)cc1SCc1n[nH]c(=S)n1-c1ccc(C)cc1,-7,76*,-18,8,0.3,7,-2,12
COC(=O)c1cc(=O)nc2n1C1O[C@H](CO)C(O)[C@H]1O2 (stereo partly specified),15,9,-34,2,-0.8,4,-7,-2
O=C(Nc1ccc2c(c1)OCCO2)Nc1nnc(C2CC2)s1,-3,16,-26,21,-0.1,-19,-3,2
SMILES,TLR4 MyD88 blk,KOR antag MB,Nox1 inh,PME-1 Maybridge,NOTCH agonist,luminol inh ctr,rat GALR2 ag,S1P1 ag
CCOC(=O)c1c(-c2ccccc2)oc2ccc(OCC(=O)OC)cc12,-6,-14,-1,-1,-0.1,-2,-4,-15
O=C(Nc1ccc(Cl)cc1Cl)c1cnccn1,0,8,-25,0,-0.3,-1,-6,-3
CC(=O)Nc1ccc(/C=N/NC(=O)CSCc2c(Cl)cccc2Cl)cc1,-9,-3,12,-1,-0.4,-4,-10,-7
COc1ccc(/C(=C\c2ccc(Cl)cc2)C(=O)O)cc1OC,3,8,0,4,-6.0,-5,-5,4
CC(C)(C)OC(=O)N1CCN(C(=O)c2ccc(Oc3cccnc3)o2)CC1,5,-18,-30,1,x,2,-8,-11
O=C(c1ccc2c(c1)CCC2)C1CCC1,x,10,-39,-1,-0.5,1,46*,-8
N#CC1=C(N)OC2=C(COc3ccc(F)cc32)C1c1ccc(Cl)cc1 (stereo unspecified),-16,-23,-15,-3,-0.3,0,-4,4
COCC(=O)C(C=Nc1ccc(Cl)cc1Cl)C(=O)OC (stereo unspecified),-7,7,16,9,-0.3,-4,-2,-3
CC(NCc1ccccc1)c1ccccc1O (stereo unspecified),17,6,-44,-3,-0.1,1,-3,-2
CN(C)/C=N/N=C/c1cc(Cl)cc(Cl)c1O,1,-9,-11,4,-0.1,-7,-1,4
C/C(=N\O)c1oc(C)nc1C,-3,-1,-2,4,0.1,-6,-7,2
c1ccn2cc(C34CC5CC(CC(C5)C3)C4)nc2c1,2,33,21,4,-0.4,-3,1,-28
CCOC(=O)C1=C(N)C(=O)N(c2ccccc2)C1,0,0,2,8,x,-9,-8,-13
O=[N+]([O-])c1ccc2c(c1)c(CO)cn2Cc1ccccc1,6,8,18,6,-0.3,-5,2,24
NC1=CC(=O)c2ccccc2C1=O,-6,9,-267,10,-0.4,2,-8,-13
Cc1c(NCN2C(=O)CCC2=O)cc2c(c1[N+](=O)[O-])C(C)(C)CC2(C)C,-5,-2,-2,-1,-0.2,-1,-10,81*
COC(OC)(C(C#N)c1ccccc1)C(F)(F)F (stereo unspecified),-1,-1,-59,3,-0.1,1,-5,-17
COc1ccc(OCC(O)CNS(=O)(=O)c2cc(Cl)sc2Cl)cc1 (stereo unspecified),-1,-13,-19,0,-0.5,-1,-8,23
COC(=O)CNC(=O)c1nc(SC)ncc1Cl,3,5,-91,-1,-0.4,3,-3,6
Fc1cccc(CSCc2c(F)cccc2Cl)c1,1,-11,-35,1,0.2,-1,-6,12
CCOC(=O)c1cc(=O)c2ccc(OC(=O)c3cccnc3Oc3ccccc3)cc2o1,-1,16,-1,0,-0.4,-1,-4,2
Cc1nc(-c2cccnc2)[nH]c(=O)c1CC1CC1,13,-5,-35,0,-0.7,4,-3,12
Cn1[nH]c(C(F)(F)F)c(/C=N/Nc2ccc([N+](=O)[O-])cc2)c1=O,-15,3,59,9,-0.4,13,1,-2
Cc1[nH]c(-c2ccccn2)nc(=S)c1Cl,17,1,-65,-1,-1.2,3,-6,-7
COc1ccc(-c2[nH]c(SC)nc(=S)c2C#N)cc1,5,2,-8,-1,-0.3,-3,-2,-16
SMILES,TLR4 MyD88 blk,KOR antag MB,Nox1 inh,PME-1 Maybridge,NOTCH agonist,luminol inh ctr,rat GALR2 ag,S1P1 ag
CCOc1c(N2CCN(c3c(OCC)c(=O)c3=O)CC2)c(=O)c1=O,2,4,-1,1,-0.1,1,-4,4
CCOC(=O)[C@@H](NS(=O)(=O)c1cc(Cl)ccc1OC)C(C)C,1,-8,-54,1,0.5,1,-4,3
C/C(=N\Nc1ccccc1)c1cc2cc(Br)ccc2oc1=O,10,26,-81,-3,-0.3,6,7,-2
CCC(=O)N1c2cc(Cl)ccc2-n2c(nn(C(=O)CC)c2=O)N1C(=O)CC,-2,-2,88*,1,-0.9,2,-7,21
O=C(c1ccccc1)C1CCN(C(=O)Nc2ccc(Cl)cc2)CC1,-15,25,17,4,-0.8,-5,-5,18
CCC12CC3CC(C1)CC(C(=O)O)(C3)C2,2,-1,16,6,-0.3,-7,-2,0
O=[N+]([O-])c1ccc(C=Nc2ccc(Oc3ccc(Cl)cc3)cc2)s1,-7,15,8,4,-0.7,-48,-7,-16
C=CCn1c(=O)n(-c2ccc(C)cc2)c(=O)c2cc(-c3ccccc3)sc21,-1,10,-2,6,-0.2,-4,-3,74
FC(F)(F)c1ccc(-n2cn[nH]c2=S)cc1,-1,0,6,1,0.2,53,-8,6
O=C(/C=C/c1cccs1)Nc1ccc(N2CCOCC2)c(C(=O)O)c1,4,12,-29,0,-0.9,-3,-6,5
O=C(OCC1CC(c2ccccc2)=NO1)c1ccc(Cl)cc1 (stereo unspecified),1,10,9,3,-0.2,-3,-4,-3
Cc1nc(C(=O)NNC(=O)c2ccc(C(C)(C)C)cc2)cs1,-4,0,-8,4,-0.4,-1,-2,0
CCCC1=C(c2ccccc2)C(=O)NC1,17,-3,-45,-2,-0.9,4,1,13
NC(=O)c1nnc(-c2ccc([N+](=O)[O-])cc2)o1,6,-4,-27,-3,0.7,2,-6,0
Cc1ccc(COc2ccc(C)nc2[N+](=O)[O-])cc1,-9,7,-16,-3,-0.5,3,-5,0
Cc1cc2ncc(N=Nc3ccccc3)c(-c3ccc(Cl)cc3)n2n1,0,-15,18,4,0.0,-6,-3,-14
CSc1nc(NC(=O)NS(=O)(=O)c2ccccc2Cl)nc(N(C)C)n1,2,-5,-5,3,-0.6,-4,-5,-4
N/C(=N\C(=S)Nc1ccccc1)N1CCOCC1,-11,-2,-14,4,-0.2,-1,-5,3
N#CC1(NNC2(C#N)CCCCC2)CCCCC1,-4,18,-36,1,-0.7,-2,-6,-9
CSc1nc(-c2ccccn2)nc(N)c1C#N,-4,6,-18,0,-0.6,10,-3,-7
CCSC(SCC)[C@@H](O)[C@H](O)[C@H](O)[C@@H](O)CO,4,-2,-25,-2,0.0,4,-4,7
CC(=O)OCc1ccc(/C=C(\C#N)S(=O)(=O)c2ccc(Cl)cc2)o1,5,-1,-3,12,0.0,-1,1,0
CC1SCC(=NOC(=O)Nc2ccc(Cl)cc2)CS1 (stereo unspecified),x,5,-28,2,-0.6,-3,4,2
O=C(COc1ccc(SC(F)(F)F)cc1)NNC(=O)c1ccc(Cl)cc1,20,-2,-28,-5,0.1,-1,-6,-4
N/C(=N\NC(=O)Nc1ccccc1)c1ccccn1,3,-7,-26,-2,-0.2,-3,-3,-14
SMILES,TLR4 MyD88 blk,KOR antag MB,Nox1 inh,PME-1 Maybridge,NOTCH agonist,luminol inh ctr,rat GALR2 ag,S1P1 ag
COc1ccc(Br)cc1/C=C/C(=O)Nc1ccc(F)cc1F,13,-4,-45,-6,-0.3,3,-4,31
O=C(NC1=NCCCN1)c1c(Cl)cccc1Cl,-6,-4,-16,3,1.1,-7,-7,-16
CC(=O)c1ccccc1C(=O)c1ccccc1,-2,17,24,6,-0.2,-4,-1,-15
O=C(NC(=O)c1cccc(CS(=O)(=O)c2ccc(Cl)cc2)c1)Nc1cccc(Cl)c1,-1,6,-18,-7,-0.1,2,0,-19
COC(=O)c1sc(C(F)(F)F)c(-c2ccccc2)c1N,x,-5,-15,-1,-0.5,-1,-5,98*
O=C1c2cccc(Cl)c2C(=O)c2cccc(Cl)c21,7,6,-43,-2,0.0,-2,-4,-12
Cc1nc(C(F)(F)F)ccc1C(=O)N1CCCCC1,-2,9,-5,-2,0.1,-2,-6,14
O=C1c2cc([N+](=O)[O-])ccc2-c2ccc([N+](=O)[O-])cc21,13,26,58,-7,-0.8,4,2,66
CN(C)CCCNC(=O)c1c(F)cccc1NC(=O)c1cccs1,16,-3,7,2,-0.6,-1,-9,0
CC(C)(O)C#Cc1ccc(/C=N/OC(=O)Nc2cccc(Cl)c2)cc1,4,14,21,-31,-0.3,-11,-6,28
COc1ccc(Cl)cc1NCCN=Cc1cccc(OC)c1O,-8,-7,-4,1,0.2,34,0,-3

# Structural class, the entries above containing a CF3 group (ten)
SMILES,TLR4 MyD88 blk,KOR antag MB,Nox1 inh,PME-1 Maybridge,NOTCH agonist,luminol inh ctr,rat GALR2 ag,S1P1 ag
Oc1ccccc1/C=N/Nc1cccc(C(F)(F)F)c1,1,18,-68,-1,0.2,2,-3,-23
COc1ccccc1N1CCN(S(=O)(=O)c2ccc(C(F)(F)F)cc2)CC1,14,-3,-66,1,-0.8,3,-7,35
CCOC(=O)NC(Nc1cc(C)on1)(C(F)(F)F)C(F)(F)F,9,-20,-85,-3,x,14,-10,-25
CCOC(=O)C(O)(NC(=O)c1ccncc1)C(F)(F)F (stereo unspecified),6,16,35,4,-0.6,-4,-1,2
COC(OC)(C(C#N)c1ccccc1)C(F)(F)F (stereo unspecified),-1,-1,-59,3,-0.1,1,-5,-17
Cn1[nH]c(C(F)(F)F)c(/C=N/Nc2ccc([N+](=O)[O-])cc2)c1=O,-15,3,59,9,-0.4,13,1,-2
FC(F)(F)c1ccc(-n2cn[nH]c2=S)cc1,-1,0,6,1,0.2,53,-8,6
O=C(COc1ccc(SC(F)(F)F)cc1)NNC(=O)c1ccc(Cl)cc1,20,-2,-28,-5,0.1,-1,-6,-4
COC(=O)c1sc(C(F)(F)F)c(-c2ccccc2)c1N,x,-5,-15,-1,-0.5,-1,-5,98*
Cc1nc(C(F)(F)F)ccc1C(=O)N1CCCCC1,-2,9,-5,-2,0.1,-2,-6,14
